GLS inhibitor – glutaminase GLS (human) inhibition | GLS enzymatic activity, qHTS titration | hit rate 0.21% among 410,000 | O94925 | Potency, µM (doses to about 45.5 µM), for inactives: at the top dose activity change, negative = inhibition, usual class: inhibitors | AID 624170; note: potency is the fitted concentration of half-maximal effect; % is set by controls: 0 for no effect and ±100 for the full control effect
Target sequence (O94925 whole entry, looked up): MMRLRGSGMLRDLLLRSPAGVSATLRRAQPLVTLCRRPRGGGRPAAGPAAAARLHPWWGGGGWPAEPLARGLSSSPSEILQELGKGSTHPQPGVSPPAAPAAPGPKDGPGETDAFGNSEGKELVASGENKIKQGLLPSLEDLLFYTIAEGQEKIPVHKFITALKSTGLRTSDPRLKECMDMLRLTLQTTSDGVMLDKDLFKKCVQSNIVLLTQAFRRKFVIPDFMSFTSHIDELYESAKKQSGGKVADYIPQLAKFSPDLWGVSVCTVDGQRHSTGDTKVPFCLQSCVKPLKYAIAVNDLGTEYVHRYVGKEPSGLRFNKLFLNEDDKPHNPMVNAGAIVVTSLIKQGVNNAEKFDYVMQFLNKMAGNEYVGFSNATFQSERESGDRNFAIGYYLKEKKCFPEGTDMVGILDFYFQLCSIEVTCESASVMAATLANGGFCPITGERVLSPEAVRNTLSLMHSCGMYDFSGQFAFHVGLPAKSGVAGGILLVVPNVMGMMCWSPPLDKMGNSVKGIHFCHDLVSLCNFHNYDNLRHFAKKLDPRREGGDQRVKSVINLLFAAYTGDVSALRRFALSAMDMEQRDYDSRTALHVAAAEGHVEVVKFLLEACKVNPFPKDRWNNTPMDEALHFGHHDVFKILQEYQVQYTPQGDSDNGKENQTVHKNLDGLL
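Read-out is an Amplex red fluorescence increase coupled through glutamate oxidase and HRP, measured before and after 30 min room-temperature incubation. hKGA is in 45 mM KH2PO4 (pH 8.2) with 0.02% Tween-20; glutamine added as 1mM solution.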
BAZ2B block – inhibitors of human BAZ2B bromodomain | Potency, µM (highest dose often 114 µM), for the others: at the highest dose activity change, negative = inhibition, most hits filed as inhibitors | Q9UIF8 | hit rate 4.4% among 360,000 | AlphaScreen BAZ2B-H3K14Ac peptide displacement; note: potency is the fitted concentration of half-maximal effect; % is set by controls: 0 for no effect and ±100 for the full control effect; nearly all actives have a fitted effect of over 60% in size
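Inhibition is scored as reduced AlphaScreen emission. The BAZ2B/b-H3(5-23)K14Ac complex (50 nM each) in PBS pH 7.4, 0.01% Tween-20 meets compound (up to 110 uM) for 30 min at RT before bead addition.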
JMJD2A Tudor – inhibitors of human JMJD2A Tudor domain; AlphaScreen JMJD2A-Tudor / H3K4me3 peptide binding; Potency, µM (highest dose often 114 µM), for the others: at the top dose activity change, negative = inhibition, most hits filed as inhibitors; hit rate 4.4% among 390,000; note: potency is the fitted concentration of half-maximal effect; % is set by controls: 0 for no effect and ±100 for the full control effect; nearly all actives have a fitted effect of over 50% in size
Pin1 inh – human Pin1 inhibition. hit rate 0.009% among 390,000. Potency, µM (highest dose often 115 µM), inactives show at the highest dose activity, negative = inhibition, actives largely listed as inhibitors. Pin1 FP peptide displacement, HiFluor488, 10 min; active = well fitted inhibition curve with a large enough effect in the polarisation, with a control signal flat, not every such curve was filed as active; inconclusive = small, poorly fitted or top-dose-only effect, or effect the other way, or a change in a side signal; inactive = no such curve, though single readings can be large or run the other way; the % refers to the polarisation; note: potency is the fitted concentration of half-maximal effect; % is set by controls: 0 for no effect and ±100 for the full control effect
Target sequence (Q13526 whole entry, looked up): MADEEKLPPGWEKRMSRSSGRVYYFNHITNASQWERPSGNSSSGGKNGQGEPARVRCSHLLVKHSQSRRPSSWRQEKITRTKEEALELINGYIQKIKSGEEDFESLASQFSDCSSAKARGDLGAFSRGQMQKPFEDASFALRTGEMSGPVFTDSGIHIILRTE
POLH inh – DNA polymerase eta (human) inhibition. Potency, µM (top dose mostly 114 µM), for inactives: top-dose activity change, negative = inhibition, hits mostly inhibitors. recombinant Pol eta, fluorescent DNA replication assay. hit rate 1.2% among 390,000. Q9Y253. AID 588591; note: potency is the fitted concentration of half-maximal effect; % is set by controls: 0 for no effect and ±100 for the full control effect
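Pol eta at 10 nM preincubated with compounds 15 min at room temperature; reaction started with fluorescent substrate (50 nM final) and read kinetically at 0 and 10 min.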
Tb PGK inh – T. brucei PGK inhibition; hit rate 0.043% among 380,000; PGK/GAPDH coupled, Kinase-Glo luminescence, 60 min; Potency, µM (doses to about 57.5 µM), for the others: top-dose activity change, negative = inhibition, usual class: inhibitors; AID 602233; P07378; note: potency is the fitted concentration of half-maximal effect; % is set by controls: 0 for no effect and ±100 for the full control effect; nearly all actives have a fitted effect of over 60% in size
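Recombinant glycosomal PGK reaction used 1,3-bisphosphoglycerate generated in-well by GAPDH (100nM final) in 100mM TEA pH 7.6, 5mM MgCl2, 0.01% Tween-20. After 60 minutes at room temperature, ATP was read by Kinase-Glo Plus luminescence end-point.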
G9a inh – inhibitors of human histone lysine methyltransferase G9a. hit rate 8.8% among 350,000. G9a H3K9 monomethylation, AlphaScreen, 2 h. Potency, µM (titrated, usually from 102 µM), for the others: top-dose activity, negative = inhibition, hits mostly inhibitors; note: potency is the fitted concentration of half-maximal effect; % is set by controls: 0 for no effect and ±100 for the full control effect; nearly all actives have a fitted effect of over 75% in size
Target sequence (Q96KQ7 913-1193 limits assumed): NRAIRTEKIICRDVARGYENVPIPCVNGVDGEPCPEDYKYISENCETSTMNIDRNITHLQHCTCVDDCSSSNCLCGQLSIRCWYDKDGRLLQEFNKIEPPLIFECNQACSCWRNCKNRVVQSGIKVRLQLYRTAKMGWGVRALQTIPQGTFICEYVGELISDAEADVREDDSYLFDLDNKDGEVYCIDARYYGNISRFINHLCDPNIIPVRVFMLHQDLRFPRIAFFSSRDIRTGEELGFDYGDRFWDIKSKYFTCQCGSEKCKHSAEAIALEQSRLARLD
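Readings reflect AlphaScreen signal from monomethyl-H3K9 antibody detection. HMT at 20 nM; substrate b-H3K9 500 nM; cofactor SAM 20 uM; 2 h RT reaction; compounds tested as titrations in qHTS with 15 min preincubation.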
PI4K2A block – PI4K2A (human) kinase inhibition | Q9BTU6 | AID 1346378 | hit rate 0.13% among 420,000 | activity change, negative = inhibition, % at 76.9 µM | purified PI4K2A, ADP-Glo luminescence, 1 h; active compounds read low; in the data active = activity change below about -50%; inconclusive = mostly about -30% to -49%;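 note: -100% = wells without enzyme as full effect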
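Compounds are screened against recombinant PI4K2A using PI as substrate and ATP, the latter dispensed at 300 microM. Reactions run one hour at ambient temperature before ADP-Glo detection; full inhibition defined by wells lacking enzyme.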
HP1b chromo inh – HP1-beta chromodomain-methylated histone interaction inhibition. P83916. AlphaScreen HP1-beta / biotin-H3K9me3 peptide binding. Potency, µM (top dose mostly 114 µM), for inactives: top-dose activity change, negative = inhibition, actives largely listed as inhibitors. hit rate 0.56% among 390,000; note: potency is the fitted concentration of half-maximal effect; nearly all actives have a fitted effect of over 70% in size; inactives centre near 23
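Compound inhibition of the preformed complex between 50 nM HP1-beta and 50 nM biotinylated H3K9me3 peptide was read by AlphaScreen. Buffer was PBS pH 7.4 with 0.01% Tween-20. Incubations ran 30 min at room temperature, with 10 ug/mL donor/acceptor beads.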
Starred values were filed as active, the others as inactive; i = inactive; u = inconclusive; x = not tested or not shown; & = joins results of further samples; [ ] = remark or other dose. Unless noted, calls come from the whole dose curve; as a rule, active = well fitted curve in the direction sought with a large enough effect; inconclusive = small, poorly fitted or top-dose-only effect, or another doubt; inactive = no such curve, though single readings can be large; an effect the other way counts as inactive or inconclusive.

SMILES	GLS inhibitor	BAZ2B block	JMJD2A Tudor	Pin1 inh	POLH inh	Tb PGK inh	G9a inh	PI4K2A block	HP1b chromo inh
CC(=O)c1cccc(NC2c3ccccc3C(=O)N2Cc2ccc3c(c2)OCO3)c1 (stereo not given)	-4%	-2%	-17%	4%	-9%	0%	u	0	25%
CCc1ccc(N2CC(C(=O)OCc3nc4ccsc4c(=O)[nH]3)CC2=O)cc1 (stereo not given)	18µM*	5%	-13%	u	40µM*	-14%	3%[12.7 µM]	-4	24%
Cc1ccc2nc(SCC(=O)c3c[nH]c4ccccc34)[nH]c2c1	3%	u	-20%	26%	2%	-1%	x	0	26%
CCOC(=O)c1c(NC(=O)C2=C(C)NC(=S)NC2c2ccc(C)cc2)sc(C)c1C (stereo not given)	70%[activator]	-28%	-16%	22%	-22%	1%	6%[59 µM]	3	u
COc1ccc(CNC(=O)/C=C/c2cc3c(cc2Br)OCO3)cc1	-3%	3%	14%	2%	-10%	-3%	-3%	5	23%
CCOC(=O)C1(Cc2ccccc2)CCCN(C(=O)c2ccc(-n3ccnc3)cc2)C1 (stereo not given)	7%	-16%	-21%	-5%	-15%	0%	17%	-1	20%
COc1ccc(-c2nsc3c(N4CCN(S(=O)(=O)c5ccccc5F)CC4)ncnc23)cc1	8%	-18%	-8%	-3%	3%	-7%	12%	-4	10%
Cc1cc(NC(=O)CC#N)n(-c2ccccc2)n1	-3%	-11%	-18%	-5%	-14%	i	2%	-2	6%
CC(C)N(C(=O)N1CCN(c2ccnc3cc(Cl)ccc23)CC1)C(C)C	3%	1%	-5%	2%	-21%	9%	16%	-1	15%
COc1ccc(NC(=O)CSc2ccc3nc(-c4ccccc4)cn3n2)c(OC)c1	5%	4%	-8%	32%[activator]	u	-6%	u	-1	29%[57 µM]
Cc1nc(-c2ccccc2)sc1C1(C)CC(c2ccc(C#N)cc2)=NO1 (stereo not given)	-1%	-2%	6%	-5%	-19%	-3%	1%[12.7 µM]	-5	53%[activator]
O=C(NNC(=S)Nc1ccc(F)cc1F)c1ccco1	13%	-2%	-19%	4%	-19%	-11%	-6%	-6	45%[activator]
CC(C)(C)c1cc(Br)c(O)c(N=Nc2ccc(S(=O)(=O)N3CCOCC3)cc2)c1	1%	7.9µM*	5.6µM*	2%	-26%	-11%	14µM*	7	u
CC1CCN(C(=O)COc2ccc(S(=O)(=O)N3CCOCC3)cc2)CC1	3%	7%	-7%	0%	-4%	-8%	-37%	0	25%
Cc1ccc(CN2CCSc3ccc(C(=O)N4CCN(c5ccc(Cl)cc5)CC4)cc32)cc1	-6%	-37%	u	-7%	0%	i	3.2µM*	1	6%
CC1(C)CC(=O)c2c(oc3ccc(NS(=O)(=O)c4ccc(C(=O)O)cc4)cc23)C1	1%	-17%	-8%	7%	-2%	0%	u	-2	18%
O=S(=O)(Nc1cccc(CCc2ccccn2)c1)c1cc(Cl)ccc1Cl	-8%	-21%	-6%	3%	-15%	-6%	4%	3	33%
O=C(CCc1ccccc1)N=C1SC2CS(=O)(=O)CC2N1c1ccccc1 (stereo not given)	0%	-5%	-9%	-4%	-4%	-1%	8%	3	27%
CCOC(=O)c1cccc(NC(=O)NC2COc3ccccc3C2)c1 (stereo not given)	-21%	7%	-5%	0%	6%	-7%	7%[59 µM]	-2	26%[57 µM]
CC(=O)C1=C(O)C(=O)N(c2nccs2)C1c1ccc(Br)cc1 (stereo not given)	16%	-7%	-9%	0%	-15%	-4%	u	9	10%
Cc1ccc(C(=O)NCCC(=O)N2CCCC2)cc1	2%	-12%	1%	2%	-5%	-3%	13%	2	21%
O=C(Nc1ccc(C(=O)O)cc1)/C(=C/c1ccc([N+](=O)[O-])cc1)NC(=O)c1ccccc1	0%	-17%	-8%	-19%	11%	-1%	-22%	-4	33%
O=C(Nc1ccccn1)c1ccc(Br)c(S(=O)(=O)N2CCCC2)c1	-1%	-15%	-19%	-9%	-2%	i	x	4	-1%
COc1ccc(-c2[nH]ncc2-c2cnn(-c3ccccc3)c2)c(O)c1	4%	-6%	u	-12%	-20%	-2%	16%[59 µM]	0	-8%
CCN(CC)c1ccc(NC(=O)Cn2ncc3c(C)n(Cc4ccccc4F)c(C)c3c2=O)c(C)c1	1%&-6%	0%&2%	-7%&-16%	69%&0%[activator]	-20%&-8%	-4%&-3%	u	-2&-4	29%&12%
CC(C)(C)c1ccc(C(=O)NCc2nnc(SCC(=O)N3CCCC3)o2)cc1	-5%	x	x	x	-4%	-1%	x	0	x
CC(C)(C)NC(=O)C(=O)NNC(=O)COc1ccc(Br)cc1	2%	-4%	-3%	u	-9%	-2%	17%[59 µM]	-5	24%
COc1ccc(Cn2c(O)c(/C=N/NC(=O)c3cccnc3)c3ccccc3c2=O)cc1	1%	u	u	u	u	-5%	u	-1	19%
CCOc1ccc(CNC(=O)C2Cc3ccccc3N2C(=O)CC)cc1 (stereo not given)	-15%	-1%	-11%	-1%	0%	i	1%[12.7 µM]	8	32%
COc1ccc(C2C(C(C)=O)=C(C)N=c3s/c(=C\c4ccc5c(c4)OCO5)c(=O)n32)c(OC)c1 (stereo not given)	-7%	x	-26%[11.4 µM]	u	-26%	1%	x	2	-7%
CCCCOC(=O)Nc1ccc(C(=O)OC)cc1	-3%	3%	-10%	0%	-15%	-2%	-14%	0	39%
CCOC(=O)N/N=C\C=C\c1ccco1	10%	-23%	-16%	-5%	79µM*	-3%	u	-1	29%
COc1cccc(C(c2nnnn2Cc2ccco2)N2CCN(Cc3ccccc3)CC2)c1OC (stereo not given)	-5%	50µM*	-10%	1%	-5%	-2%	-32%[12.7 µM]	0	28%
COc1ccc(C)cc1NC(=O)NNC(=O)c1cc2ccccc2cc1O	19%	8%	-17%	u	-1%	-9%	x	-1	26%
CCn1c(NC(=O)Nc2cccc(C)c2C)cc2sccc21	17%	u	u	u	-3%	-10%	-18%	-5	11%
Cc1cccc(C)c1NC(=O)Nc1cccs1	12%	-3%	-8%	6%	10%	-2%	50µM*	5	7%
Cc1nc2c(ncn2-c2ccccc2)c(=O)n1NC(=O)CN1CCOCC1	-2%	5%	-14%	3%	-11%	-1%	9%[59 µM]	5	63%[activator]
COc1ccc(N=N/C(=C\O)C(=O)c2ccco2)cc1	5%	40µM*	-11%[11.4 µM]	0%	-2%	i	u	-8	-26%
CCCCNC(=O)CSc1nc2ccccc2n1S(=O)(=O)c1ccc(Cl)cc1	-9%	-2%	-7%	-2%	-11%	-1%	-17%	2	28%
Cc1ccc(C2C(=O)N(C3CCC(C)CC3)CC(=O)N2C2CC2)cc1 (stereo not given)	4%	-3%	-8%	-11%	-17%	2%	4%	3	18%
O=C(CN1CCN(CC(=O)Nc2ccccc2F)CC1)Nc1ccc2c(c1)OCCO2	2%	-16%	-10%	-6%	-10%	i	35µM*	-2	20%
COC(=O)Cn1ccc(-c2ccc(Cl)cc2)c(C#N)c1=O	9%	-25%	-3%	3%	-3%	6%	5%	1	26%
COc1cc(/C=C/C(=O)OCC(=O)NC(=O)NCc2ccccc2)ccc1OCC#N	-12%	-20%	-14%	2%	-10%	-2%	-18%	4	56%[activator]
CCCCn1c(N2CCCC2)nc2c1c(=O)[nH]c(=O)n2C	0%	-1%	-22%	0%	-1%	i	-16%	-6	29%
COc1cccc(CC2(CO)CCCN(Cc3cn[nH]c3-c3cc(C)ccc3C)C2)c1 (stereo not given)	0%	-11%	-25%	0%	-27%	-1%	x	6	30%
Nc1c(C(=O)OCC2CCCO2)c2nc3ccccc3nc2n1C1CCCCC1 (stereo not given)	0%	3%	-14%	-2%	-11%	17%	-3%	1	33%
N=c1c(S(=O)(=O)c2ccccc2)cc2c(=O)n3ccccc3nc2n1Cc1cccnc1	-9%	0%	-9%	u	-9%	i	2%	4	47%[activator]
Cc1ccc(S(=O)(=O)NNC(=O)C2CCN(Cc3ccccc3)CC2)cc1	10%	-5%	79µM*	-5%	-3%	-4%	21%[59 µM]	1	43%[activator]
O=C(CSC1=NS(=O)(=O)c2ccccc2N1)N1CCCCC1	-8%	0%	-1%	2%	-19%	-11%	-1%[0.501 µM]	0	29%
O=S(=O)(Nc1ccc(-c2ccc(N3CCCCCC3)nn2)cc1)c1ccc(C(F)(F)F)cc1	-14%	-10%	-10%	-2%	-5%	-11%	9%[59 µM]	0	6%[57 µM]
COc1ccc(N(C)C(=O)Cc2c(C(=O)O)n(C)c3ccccc23)c(OC)c1	1%	4%	-7%	2%	-4%	11%	10%	6	7%
CCOC(=O)c1ccc(OC(=O)c2cn(-c3cccc(OC)c3)c(=O)c3ccccc23)cc1	9%	6%	-16%	14%	-14%	-7%	0%[59 µM]	-2	25%[57 µM]
CCCCNC(=O)[C@@H]1CSC2c3ccc(OC)c(OC)c3C(=O)N21 (stereo not given in full)	1%	4%	-17%	-1%	-1%	3%	21%	-1	12%

Four of these compounds, set out differently:
Value order – GLS inhibitor, BAZ2B block, JMJD2A Tudor, Pin1 inh, POLH inh, Tb PGK inh, G9a inh, PI4K2A block, HP1b chromo inh
O=S(=O)(Nc1ccc(-c2ccc(N3CCCCCC3)nn2)cc1)c1ccc(C(F)(F)F)cc1
    -14%, -10%, -10%, -2%, -5%, -11%, 9%[59 µM], 0, 6%[57 µM]
COc1ccc(N(C)C(=O)Cc2c(C(=O)O)n(C)c3ccccc23)c(OC)c1
    1%, 4%, -7%, 2%, -4%, 11%, 10%, 6, 7%
CCOC(=O)c1ccc(OC(=O)c2cn(-c3cccc(OC)c3)c(=O)c3ccccc23)cc1
    9%, 6%, -16%, 14%, -14%, -7%, 0%[59 µM], -2, 25%[57 µM]
CCCCNC(=O)[C@@H]1CSC2c3ccc(OC)c(OC)c3C(=O)N21 (stereo not given in full)
    1%, 4%, -17%, -1%, -1%, 3%, 21%, -1, 12%

Screening results as filed in PubChem BioAssay.

Only part of the results is shown. The share of hits here may be higher or lower than overall.
